# Bioassay records (PubChem BioAssay)
# CAL PDZ FP-1: blocks peptide binding to human CAL PDZ domain; Q9HD26; purified CAL PDZ, TMR-peptide fluorescence polarization, 1 h; inhibition, % at 20 µM; 330,000 tested, 0.02% active; AID 504414;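 active = highest replicate inhibition of at least 40%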;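 note: plate controls were DMSO neutral control wells for no effect and unlabeled competitor peptide control wells for full effect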
#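 Read-out basis: mP drop reported as inhibition | Assay system: Tagged CAL PDZ protein CerCALP, purified | Benchmarks: Unlabelled peptide for full inhibition, DMSO wells as neutral | Schedule: 1 h incubation at room temperature before polarization reading | Buffer or medium: Sodium phosphate/NaCl buffer pH 7.4 with TCEP, IgG, Thesit | Doses: Single point, 20 µM | Measured by: Fluorescence polarization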
# CAL PDZ FP-2: inhibitors of human CAL PDZ peptide binding; purified CAL PDZ, TMR-peptide fluorescence polarization, 1 h; 300,000 tested, 0.92% active; inhibition, % at 24.9 µM; Q9HD26; AID 602252;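 active = mean inhibition of at least 30% with at least half of replicates also reaching 30%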;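 note: 0% = DMSO neutral control and 100% = excess unlabeled competitor peptide PRC23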
# Keap1-Nrf2 PPI: Keap1-Nrf2 (human) interaction inhibition | Q14145 | Keap1 Kelch-Nrf2 peptide fluorescence polarization, 1536-well | inhibition, % at 9.4 µM | 340,000 tested, 0.15% active; in the data active = inhibition above about 12%;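 note: human Keap1 Kelch domain with fluorescein labeled Nrf2 9mer peptide probe; 0% = neutral control wells and 100% = peptide positive control; higher means more block of Keap1 binding to Nrf2 peptide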
# DAGLB inh: blocks human DAGLB lipase activity; Q8NCG7; HEK293T DAGLB membrane lysate, EnzChek fluorogenic substrate; inhibition, % at 5.17 µM; 340,000 tested, 0.059% active; in the data active = inhibition above about 34%;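 note: 0% = enzyme with vehicle and 100% = wells lacking enzyme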
# Cardiac RTF inh: cardiac RTF calcium desensitization; P19429+P45379; IANBD-labeled cardiac RTF, Ca2+ fluorescence; inhibition, % at 7.15 µM; 340,000 tested, 0.12% active;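 active = inhibition above the mean inhibition of all tested compounds plus 3 SD, cut at about 17% in these data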;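 note: assay run at fixed EC70 calcium of 1.6 mM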
# V-ATPase pHluor: regulators of yeast V-ATPase proton transport | S. cerevisiae, pHLuorin cytosolic pH fluorescence | response, % at 10 µM | 350,000 tested, 0.37% active; in the data active = response mostly above about 7.3%, no sharp cut-off; inactive = mostly below about 5.4%; note: actives read high; inactives centre near 0; some compounds called inactive have numbers as strong as hits
# NSD2 inh: NSD2 (human) methyltransferase inhibition. O96028. NSD2 peptide methylation, AlphaScreen, 120 min. inhibition, % at 12.5 µM. 310,000 tested, 0.54% active. AID 743445; in the data active = inhibition above about 50%
# Arr AP2 block: human beta-arrestin and AP2 interaction inhibition | 340,000 tested, 0.31% active | inhibition, % at 10 µM | FITC-arrestin peptide / GST-AP2 beads, flow cytometry; AP2 beta2 appendage carries R879A mutation;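 active = inhibition above a set limit, near 3 SD of compounds lacking own fluorescence, cut at about 54% in these data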;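 note: plate controls were DMSO wells for no effect and 5 µM unlabelled arrestin peptide for full effect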
#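 test system = AP2 appendage R879A on GSH beads | buffer or medium = PBS plus Tween 20 (0.05%) and BSA (0.1%) | incubation = 12 min plus 1 h, RT | detection = bead flow cytometry, FITC channel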
# C-LANA FP: inhibitors of KSHV LANA C-terminal domain DNA binding. 340,000 tested, 0.078% active. inhibition, % at 9 µM. MBP-C-LANA/FAM-LBS DNA binding, fluorescence polarization. AID 504423;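 active = highest replicate inhibition at or above 60% at 9 µM, even if other replicates fall short; inactive = all replicates below 60% inhibition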;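 note: 0% = neutral control wells and 100% = 4 µM acridine orange control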
# Pemphigus Ab inh: blocks pemphigus antibody binding to human desmoglein-3. 310,000 tested, 0.48% active. binding (percent of control), % at 10 µM. AID 588358. P32926. DSG3-coupled beads, scFv-anti-DSG3-GFP binding, flow cytometry; stronger effect = lower value;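 active = binding more than 3 SD below its plate's average and above zero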;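 note: hits lower antibody fragment binding to DSG3; some compounds called inactive have numbers as strong as hits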
# Target sequence (P32926 whole entry, looked up, the tested form may be a part): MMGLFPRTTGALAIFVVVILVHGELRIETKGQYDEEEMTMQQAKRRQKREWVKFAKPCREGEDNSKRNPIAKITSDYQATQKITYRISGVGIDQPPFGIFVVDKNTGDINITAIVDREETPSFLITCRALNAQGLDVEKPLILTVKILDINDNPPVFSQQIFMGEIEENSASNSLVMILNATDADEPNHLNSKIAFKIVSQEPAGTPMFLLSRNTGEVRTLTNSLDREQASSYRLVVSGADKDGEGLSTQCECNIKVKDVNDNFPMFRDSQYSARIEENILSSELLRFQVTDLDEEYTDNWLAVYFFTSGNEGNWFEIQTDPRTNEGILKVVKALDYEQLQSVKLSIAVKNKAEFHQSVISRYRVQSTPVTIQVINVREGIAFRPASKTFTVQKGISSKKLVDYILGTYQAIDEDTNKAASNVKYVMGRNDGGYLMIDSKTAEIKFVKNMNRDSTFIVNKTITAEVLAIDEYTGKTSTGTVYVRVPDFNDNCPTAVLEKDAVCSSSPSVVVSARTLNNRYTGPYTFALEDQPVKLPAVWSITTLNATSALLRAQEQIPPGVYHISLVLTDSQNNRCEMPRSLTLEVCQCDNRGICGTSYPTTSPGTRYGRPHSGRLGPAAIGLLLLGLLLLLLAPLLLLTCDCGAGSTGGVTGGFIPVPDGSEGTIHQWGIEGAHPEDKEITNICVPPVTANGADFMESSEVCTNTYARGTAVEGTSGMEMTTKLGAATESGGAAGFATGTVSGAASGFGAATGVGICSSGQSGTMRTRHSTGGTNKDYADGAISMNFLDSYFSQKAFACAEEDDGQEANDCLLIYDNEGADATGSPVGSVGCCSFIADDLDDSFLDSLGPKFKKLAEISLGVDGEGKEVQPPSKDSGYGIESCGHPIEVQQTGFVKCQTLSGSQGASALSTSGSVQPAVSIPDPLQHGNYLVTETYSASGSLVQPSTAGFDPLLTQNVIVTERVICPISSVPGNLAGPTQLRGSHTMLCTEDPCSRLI
# The depositor's hits bear a star; x = not tested or not shown.
Compound	CAL PDZ FP-1	CAL PDZ FP-2	Keap1-Nrf2 PPI	DAGLB inh	Cardiac RTF inh	V-ATPase pHluor	NSD2 inh	Arr AP2 block	C-LANA FP	Pemphigus Ab inh
O=C(CNC(=O)c1cccc(F)c1)N/N=C/c1ccc(O)c([N+](=O)[O-])c1	-0.6	0	1	5	-5	2	1	3	1.2	x
O=C(CCCSc1nc2ccccc2[nH]1)NC(c1ccccc1)c1ccccc1	-2.7	-1	0	-3	13	3	1	29	0.8	101
CCCC(C)NC(=O)/C=C/c1cccc([N+](=O)[O-])c1 (stereo not given)	-0.1	7	-3	0	-4	0	0	-12	1.5	102
O=c1cc(CO)occ1OCc1cccc(F)c1	-0.1	x	-4	-3	0	-1	-3	-3	0.4	98
CCCCNS(=O)(=O)c1cc2c3c(c1)CCN3C(=O)CC2	-1.2	1	2	1	-1	-4	0	28	1.9	104
CCc1cccc(OCCCCNCCO)c1	-1.5	0	1	-3	-4	4	16	0	1.6	x
COc1cccc(C(=O)NNC(=O)C2CCCO2)c1 (stereo not given)	-2.2	2	-4	1	-25	1	-2	1	0.4	x
CCCCn1c(-c2cc(Cl)ccc2OC)n[nH]c1=S	-1.5	x	-5	4	-7	-3	1	-1	7.3	98
Cc1cccc2cc(COC(=O)c3cccs3)c(=O)[nH]c12	-2.0	x	0	-3	-16	5	-1	1	-0.3	94
O=S(=O)(c1cccc(Cn2nnc(-c3ccc(F)cc3)n2)c1)N1CCOCC1	-3.8	-2	1	-1	-1	-4	-4	6	0.1	106
CC(C)Oc1ccccc1C1Nc2ccccc2C(=O)N1c1ccc2c(c1)OCCO2 (stereo not given)	-2.5	-1	2	2	-17	-1	0	7	-1.5	105
O=C(CSc1nc2ccccc2c(=O)[nH]1)Nc1ccc(Br)cc1	-5.3	-3	4	2	1	-2	-1	2	-0.8	93
O=C1CC(c2ccco2)Sc2nc3ccccc3n21 (stereo not given)	-0.4	-2	-4	-5	3	7	2	12	0.2	96
Cc1c(Cl)cnc(NC(=O)COC(=O)CNC(=O)c2ccccc2)c1Cl	0.1	0	3	-2	-2	-3	-2	37	3.0	103
O=C(c1c(F)cccc1F)N1CCC(O)(c2ccc(F)cc2)CC1	1.0	x	2	-1	-7	1	1	8	-0.5	112
CN(C(=O)CCN1CCCO1)C1CCCN(Cc2ccccc2F)C1 (stereo not given)	-1.5	-5	5	-1	-7	0	-7	-16	0.3	115
COCCNC(=O)C(c1ccc(C)o1)N(Cc1ccc(F)cc1)C(=O)Cn1nnc2ccccc21 (stereo not given)	-0.5	1	-1	0	-3	24*	-3	3	-1.2	95
CCCNS(=O)(=O)c1ccc2c(c1)CCCN2C(C)=O	-0.7	1	-2	-3	-1	-4	-1	-9	2.9	95
COc1ccc(NC(C)=O)cc1NC(=O)c1c(C)noc1C	x	x	x	-1	x	-2	-2	x	x	102
Cc1cccc(N(Cc2ccccc2)C(=O)c2cccc(S(=O)(=O)N3CC(C)OC(C)C3)c2)c1 (stereo not given)	-2.9	-3	-1	-6	-9	4	-1	1	-0.4	104
CC(=O)c1cccc(N(C(=O)CNC(=O)c2ccco2)C(C(=O)NC2CCCC2)c2ccc(C)o2)c1 (stereo not given)	-3.1	1	-8	-3	-7	-3	-3	-28	-0.2	97
Cc1ccc(N2CC(C(=O)N/N=C/c3sccc3C)CC2=O)cc1 (stereo not given)	-1.7	0	2	1	8	2	-1	2	-0.3	102
Cc1ccc(-c2[nH]c3cc(C(N)=O)ccc3c(=O)c2O)cc1	-0.1	-1	0	6	-2	-1	x	4	0.1	105
CN(CCOc1ccc(Cl)cc1)C(=O)c1cc(S(=O)(=O)N2CCOCC2)ccc1N1CCCC1	-2.0	x	1	-2	-12	-2	-1	-1	2.0	100
CCOc1ccc(N(CC(=O)NCc2cccc(OC)c2)S(=O)(=O)c2c(C)noc2C)cc1	-1.8	2	-2	-2	2	0	-2	-3	-1.8	101
COc1ccc(OC)c(-c2oc3ccccc3c(=O)c2O)c1	-2.1	-6	1	5	-3	0	-10	22	-0.3	104
O=c1c2cccnc2[nH]c(=S)n1CCCN1CCN(c2ccccc2F)CC1	-0.5	16	-2	2	5	-1	-2	-5	-0.3	102
CCOC(=O)C(c1ccccc1)C(Nc1ccc(Cl)c(Cl)c1)c1ccccn1 (stereo not given)	1.4	x	-1	x	x	-4	-1	1	-2.8	87
Cc1ccnc(NC(=O)c2ccc3c(c2)C(=O)N(CC(C)C)C3=O)c1	-0.8	x	4	5	-10	0	4	-5	0.2	106
O=C1CSC(c2ccccc2)N1Nc1nc(N2CCOCC2)nc(N2CCOCC2)n1 (stereo not given)	-0.8	-5	3	2	-1	3	4	3	-0.1	94
COc1ccccc1NC(=O)CN1CCN(CC(=O)Nc2ccc(OCc3ccccc3)cc2)CC1	0.2	0	2	-3	1	-2	0	37	2.2	91
COc1cc(C(C)=O)ccc1Oc1ncccn1	-3.0	0	-2	-2	8	7	1	-1	-1.3	119
CCOC(=O)CN1CC23C=CC(O2)C(C(=O)Nc2ccc(C(C)=O)cc2)C3C1=O (stereo not given)	-1.2	1	-9	-1	-4	-1	x	4	-0.3	105
COc1cccc(C(C(=O)Nc2ccc(F)cc2)N(C(=O)Cn2nnc3ccccc32)C2CC2)c1 (stereo not given)	-0.5	0	0	0	0	3	-1	0	1.7	97
COc1ccc(-c2nn(-c3ccccc3)cc2/C=C/C(=O)NCCCn2ccnc2)cc1OC	-5.9	-3	-1	-2	0	1	0	8	-0.2	99
Cc1cc(=O)[nH]c(SCc2cccc3ccccc23)n1	-0.9	-6	1	-1	-1	-1	0	29	-1.6	92
COc1cccc(NC(=O)CNC(=O)c2ccc(C)o2)c1	x	-3	-4	-2	-2	2	-2	4	-1.7	96
CCCS(=O)(=O)N1CCN(C(=O)c2ccc(-c3ccccc3)cc2)CC1	-0.9	-2	0	2	-5	0	0	-7	1.1	102
CC(C)c1ccc(NC(=O)CCN2C(=O)c3ccc([N+](=O)[O-])cc3C2=O)cc1	1.8	x	-3	0	-2	-1	19	0	-0.3	97
CCOC(=O)C1C(c2ccccc2)N(C)OC1(O)C(F)(F)F (stereo not given)	-1.4	-3	3	-1	-4	0	-2	8	-1.6	105
COc1cccc(CNc2ccc(F)c(Cl)c2)c1O	x	-1	4	0	-1	5	x	-3	0.9	101
O=C(Cn1nnc2ccccc21)N1CCCCC1	-1.5	2	1	-3	-24	-1	-3	5	12	x
Cn1cc(C(=O)N/N=C/c2cccs2)c2ccccc21	-2.7	-3	5	-4	-3	0	-3	5	-1.8	96
O=C(COC(=O)c1cccnc1Cl)Nc1cc(S(=O)(=O)N2CCOCC2)ccc1Cl	-1.1	-3	-1	0	4	-2	0	-1	0.2	x
CSCC[C@H](NS(=O)(=O)c1ccc(C)cc1)C(=O)N1CCC(C(=O)N[C@@H](Cc2ccc(O)cc2)C(=O)O)CC1	0.6	1	2	-4	-5	0	x	-6	-0.6	102
C[C@@H]1COC(=O)[C@@H](Cc2ccc(F)cc2)C/C=C\C[C@@H](CC(=O)NCCO)C(=O)N1	0.3	-6	1	-1	4	2	x	8	-0.6	103
O=C(CNC(=O)c1nc[nH]c1C(=O)N1CCc2ccccc2C1)OCc1ccccc1	-0.9	-1	2	-3	6	2	x	17	0.8	109
COc1cc2c(cc1OC)[C@H](Cc1ccc(O)cc1)NCC2	-0.6	0	5	-3	-12	5	x	14	1.6	96
CCN(CC)S(=O)(=O)c1cccc(C(=O)NCC2CCCO2)c1 (stereo not given)	-0.1	3	1	-2	-2	0	0	8	1.2	96
COc1ccc(-c2sc3ccc(OC)cc3c2C#CCCO)cc1	-1.6	-1	2	-8	3	-1	x	4	1.3	x
CN=C(NC#N)NCCSCc1nc[nH]c1C	-0.1	-1	0	0	-16	-5	x	-10	-0.8	107
O=C(O)c1ccccc1C(=O)c1cccs1	0.0	0	-1	2	3	-3	8	4	-2.1	96
C=CCNCC#CCOc1ccc(OC)cc1	-1.6	1	2	0	0	7	12	8	2.1	102
Cc1ccc2oc(-c3ccc(NC(=O)CC(C)C)cc3)nc2c1	-2.0	0	0	2	-7	4	-2	6	1.8	-15*
CCCCCc1nnc(NC(=O)NS(=O)(=O)c2ccc(C)cc2)s1	-1.6	-5	-1	0	9	-4	x	24	-0.2	108
Cc1nc2ccccn2c1/C(O)=C1\C(=O)C(=O)N(CCN2CCOCC2)C1c1cccs1 (stereo not given)	x	-3	0	1	-3	3	x	27	1.4	100
Cc1c(/C=N/NC(N)=O)c2ccccn2c1C(=O)c1ccc(F)cc1	1.0	2	0	3	-1	1	3	1	-0.7	93
CCOC(=O)c1c(NC(=S)N2CCOCC2)sc2c1CCN(C(=O)OCC)C2	x	x	x	x	x	1	26	27	x	93
Cc1cc(C)n2nc(SC(C)C(=O)Nc3ccccc3F)nc2n1 (stereo not given)	-1.2	-5	0	0	-2	2	-1	-3	4.5	137
Cc1ccc(COC(=O)CCc2nc3ccccc3c(=O)[nH]2)cc1	-1.4	-3	-3	2	-5	2	-2	2	0.8	95

# 3 entries from above, ordered by their value in V-ATPase pHluor, highest first:
structure,CAL PDZ FP-1,CAL PDZ FP-2,Keap1-Nrf2 PPI,DAGLB inh,V-ATPase pHluor,NSD2 inh,Arr AP2 block,C-LANA FP,Pemphigus Ab inh
COc1ccc(OC)c(-c2oc3ccccc3c(=O)c2O)c1,-2.1,-6,1,5,0,-10,22,-0.3,104
COc1ccccc1NC(=O)CN1CCN(CC(=O)Nc2ccc(OCc3ccccc3)cc2)CC1,0.2,0,2,-3,-2,0,37,2.2,91
CCCCn1c(-c2cc(Cl)ccc2OC)n[nH]c1=S,-1.5,x,-5,4,-3,1,-1,7.3,98

# Carrying on.
Compound	CAL PDZ FP-1	CAL PDZ FP-2	Keap1-Nrf2 PPI	DAGLB inh	Cardiac RTF inh	V-ATPase pHluor	NSD2 inh	Arr AP2 block	C-LANA FP	Pemphigus Ab inh
COCc1cc(C)nc(SCC[N+](C)(C)CC(=O)Nc2cccc(C)c2)c1C#N	-1.1	3	-1	-2	0	-2	6	18	-0.6	117
Cc1cccc(OCCCC(=O)NCCc2ccccc2)c1	-0.3	14	-3	-2	-5	1	-3	1	2.0	105
O=C(/C=C/c1cccc(F)c1)Nc1nccs1	-1.2	1	1	0	0	0	-1	-3	1.0	104
Nn1c(SCC(=O)Nc2ccc3c(c2)OCO3)nnc1C1CC1	-1.7	0	-1	3	-7	0	-1	15	1.3	99
Cc1cc(C)nc(Nc2nc3ccccc3[nH]2)n1	x	-3	2	0	-5	16	-4	13	-1.3	96
CN1CCN(c2oc(/C=C/c3ccccc3)nc2C#N)CC1	0.1	-5	-1	0	-7	-3	-3	51	-0.8	108
CSc1ccccc1C(=O)Nc1cccc(C(C)=O)c1	-0.1	1	0	2	1	-1	-10	7	-1.3	98
O=C(O)c1cccc2c1C(=O)N(CC1CCCO1)C2 (stereo not given)	-0.1	3	-2	-2	-8	0	-3	23	0.4	95

# Some of the compounds tested, so the mix of outcomes need not match the whole.
